AMA1-RON2 inh: AMA1-RON2 (P. falciparum) interaction inhibition; Potency, µM (series often up to 58.2 µM), for inactives: at the top dose activity change, negative = inhibition, most hits filed as inhibitors; AlphaScreen AMA1-biotinylated RON2 peptide binding; actives 0.2% (n = 360,000); AID 720542;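 note: potency is the fitted concentration of half-maximal effect; 0% = vehicle wells and -100% = peptide control; nearly all actives have a fitted effect of over 45% in size; some results filed as inactive show a strong effect at the top dose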
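AMA1 (3D7) with his tag at 25 nM final met compounds first, then biotinylated RON2 peptide at 25 nM; detection used donor plus acceptor beads, 10 µg/mL apiece, read by AlphaScreen after 30 min at room temperature.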
HCV inhibitor: HCV inhibition; actives 3.4% (n = 340,000); Potency, µM (series often up to 41.8 µM), for inactives: top-dose activity change, negative = inhibition, most hits filed as inhibitors; Huh7.5.1 HCVcc-Cre infection, luciferase reporter, 44 h; AID 651820; note: potency is the fitted concentration of half-maximal effect
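Antiviral activity was scored by luciferase reporter output from cells infected with HCVcc-Cre (~0.5 moi) in presence of compound, 44 h infection period, cells seeded 1,000/well 4 h prior.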
LmPK inhibitor: blocks Leishmania mexicana pyruvate kinase activity | Q27686 | purified LmPK, Kinase-Glo ATP luminescence, 1 h | Potency, µM (highest dose often 57.5 µM), for inactives: top-dose activity change, negative = inhibition, hits mostly inhibitors | actives 0.37% (n = 290,000) | AID 1721; note: potency is the fitted concentration of half-maximal effect
Target sequence (Q27686 whole entry, looked up): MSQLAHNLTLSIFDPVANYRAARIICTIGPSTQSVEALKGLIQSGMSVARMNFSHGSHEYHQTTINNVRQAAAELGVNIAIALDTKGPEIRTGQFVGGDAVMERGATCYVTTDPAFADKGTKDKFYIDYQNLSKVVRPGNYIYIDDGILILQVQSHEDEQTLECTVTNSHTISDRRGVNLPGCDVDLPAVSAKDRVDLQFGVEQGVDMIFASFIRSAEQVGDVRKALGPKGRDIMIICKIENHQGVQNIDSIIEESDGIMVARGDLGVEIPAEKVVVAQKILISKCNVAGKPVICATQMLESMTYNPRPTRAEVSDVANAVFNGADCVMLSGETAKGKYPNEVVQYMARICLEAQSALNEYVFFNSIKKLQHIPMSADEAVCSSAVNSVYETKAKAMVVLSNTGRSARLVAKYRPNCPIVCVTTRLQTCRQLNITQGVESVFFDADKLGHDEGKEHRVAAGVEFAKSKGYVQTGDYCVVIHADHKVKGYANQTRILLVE
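ATP generated from ADP (0.1 mM) and PEP (0.5 mM) by 0.1 nM LmPK over 1 h at room temperature (pH 7.2 imidazole buffer) was detected by coupled luciferase luminescence. Values were normalized to uninhibited and no-enzyme wells.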
Tb PYK inh: inhibitors of Trypanosoma brucei pyruvate kinase | Q57TT1 | TbPYK enzyme, Kinase-Glo Plus ATP luminescence, 45 min | Potency, µM (titrated, usually from 76.8 µM), for the others: at the highest dose activity, negative = inhibition, usual class: inhibitors | actives 0.12% (n = 410,000); note: potency is the fitted concentration of half-maximal effect; nearly all actives have a fitted effect of over 50% in size
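Enzyme and substrate buffer are dispensed first and compound is pin-transferred. ADP at 130 uM final then starts the reaction, which runs 45 min at room temperature. Detection reagent is added for 10 min before luminescence is imaged.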
AmpC inh no detg: inhibitors of E. coli AmpC beta-lactamase without detergent | P00811 | AmpC nitrocefin hydrolysis, absorbance 480 nm, 0.0001% Triton | Potency, µM (top dose mostly 57.1 µM), for the others: at the highest dose activity change, negative = inhibition, hits mostly inhibitors | actives 0.52% (n = 330,000);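 note: potency is the fitted concentration of half-maximal effect; plate controls were no compound for no effect and no enzyme for full effect; nearly all actives have a fitted effect of over 20% in size; some results filed as inactive show a strong effect at the top dose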
Target sequence (P00811 whole entry, looked up): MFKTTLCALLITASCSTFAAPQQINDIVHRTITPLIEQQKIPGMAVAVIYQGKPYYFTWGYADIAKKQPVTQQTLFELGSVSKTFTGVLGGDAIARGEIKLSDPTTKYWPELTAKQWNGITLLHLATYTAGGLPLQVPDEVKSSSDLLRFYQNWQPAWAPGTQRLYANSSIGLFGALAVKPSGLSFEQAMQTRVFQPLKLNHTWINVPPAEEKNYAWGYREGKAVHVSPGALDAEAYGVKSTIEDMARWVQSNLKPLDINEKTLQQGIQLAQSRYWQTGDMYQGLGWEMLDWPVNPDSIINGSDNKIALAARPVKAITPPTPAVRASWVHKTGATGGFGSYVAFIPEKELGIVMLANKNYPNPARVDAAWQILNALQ
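AmpC (5.3 nM in the dispensed reagent) in 20 mM phosphate pH 7.0 with 0.01% (detergent screen) or 0.0001% Triton X-100 was preincubated with compounds for 15 min at room temperature. Nitrocefin was then added from an 800 uM solution, and hydrolysis was followed at 480 nm.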
AmpC inh detg: blocks E. coli AmpC beta-lactamase in detergent assay | AmpC hydrolysis of nitrocefin, absorbance 480 nm, 0.01% Triton | Potency, µM (titrated, usually from 114 µM), inactives show at the top dose activity change, negative = inhibition, hits mostly inhibitors | actives 0.041% (n = 370,000) | AID 485294;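 note: potency is the fitted concentration of half-maximal effect; 0% = no-compound wells and -100% = no-enzyme wells; nearly all actives have a fitted effect of over 25% in size; some results filed as inactive show a strong effect at the top dose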
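20 mM phosphate pH 7.0 + 0.01% (detergent screen) or 0.0001% Triton X-100; 5.3 nM AmpC reagent; cpd preinc 15 min RT; nitrocefin (800 uM stock) to start; A480 q20 s × 4 min; Activity was normalised to no-enzyme and no-compound control wells.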
HCMV antiviral: inhibitors of human cytomegalovirus; AID 1259415; HFF cells, HCMV-luciferase reporter, 72 h; hits give low values; activity change, negative = inhibition, % at 57.5 µM; actives 4.5% (n = 410,000); in the data active = activity change below about -60%; inconclusive = no clear call, values can overlap the other calls; inactive = above about -39%
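After 16 h attachment at 37C, HFF cells received test compound and HCMV-luciferase (1 PFU/cell); reporter luminescence read 72 h later, data normalized against buffer-only and known inhibitor Salinomycin.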
* hit, by the source's call; u = inconclusive; x = no result given; [ ] = another dose, or the depositor's remark. Unless noted, calls come from the whole dose curve; as a rule, active = well fitted curve in the direction sought with a large enough effect; inconclusive = small, poorly fitted or top-dose-only effect, or another doubt; inactive = no such curve, though single readings can be large; an effect the other way counts as inactive or inconclusive. Unless noted, % is set by controls: 0 for no effect and ±100 for the full control effect.

canonical_smiles | AMA1-RON2 inh | HCV inhibitor | LmPK inhibitor | Tb PYK inh | AmpC inh no detg | AmpC inh detg | HCMV antiviral
CCc1ccccc1N(C)C(=O)C1CCCN(c2ncnc3onc(-c4ccc(F)cc4)c23)C1 (stereo not drawn) | x | x | x | 6% | x | 14% | 7
C=CCNC(=O)c1sc(SC)cc1-c1ccc(Cl)cc1 | 19% | -3% | -1% | -8% | 1µM* | 0% | 7
C=C(C)C(=O)OC1(C(F)(F)F)Oc2cc(C)ccc2NC1=O (stereo not drawn) | 20% | 8% | 6% | 0% | -11% | u | -95*
O=[N+]([O-])c1ccc(O)c(C=Nc2ccc3c(c2)OCCO3)c1 | 7% | -8% | 2% | -15% | -5% | -9% | 20
CCCCCCCCCC(=O)N[C@H](CN1CCOCC1)[C@H](O)c1ccccc1 | 0% | -27% | x | 5% | x | x | 26
COc1cc(NC(=O)N2CCc3nc(Nc4cc(Cl)cc(Cl)c4)ncc3C2)cc(OC)c1OC | 0% | x | x | -8% | x | x | -25
Cc1ccc(OCC(=O)Nc2cccc(S(=O)(=O)N3CCCCCC3)c2)c([N+](=O)[O-])n1 | -1% | u | 6% | -3% | -1% | -13% | -31
CCOc1ccc(C(=O)N2CCSC2=S)cc1 | 2% | 14% | -5% | -3% | -28% | 7% | 35
CCOc1ccc(CNc2ccc3c(c2)ncn3C)cc1 | 2% | -3% | 1% | -5% | -5% | -3% | 21
Cn1cc([N+](=O)[O-])c(C(=O)Nc2ccc3c(c2)OCCO3)n1 | 4% | u | 14µM* | -11% | -7% | -1% | -91*
COc1ccc(NS(=O)(=O)c2ccc3c(c2)CCN3C(=O)CCC(=O)O)cc1Cl | x | x | x | 0% | x | -7% | 1
O=C(Cc1ccccc1F)Nc1ccc(S(=O)(=O)N2CCCC2)cc1 | -4% | 18% | x | 0% | -41% | x | u
COc1ccc(NC(=O)OC(C)C)cc1 | 5% | 23% | u | -5% | -7% | -15% | 2
Cc1ccc(S(=O)(=O)N2CCCCC2C(=O)Nc2nncs2)cc1 (stereo not drawn) | 17% | 3% | 3% | -15% | -20% | 0% | 0
CCN(CC)CC(O)Cn1c(-c2ccccc2Cl)nc2ccccc21 (stereo not drawn) | 13% | 7% | 0% | 20% | -7% | -5% | -11
Cc1cccc2nc(-c3ccc(Cl)s3)c(Nc3ccc4c(c3)OCCO4)n12 | x | x | x | 1% | x | 23% | 20
Cc1nc(-c2ccccc2)sc1C(=O)Nc1ccc(S(N)(=O)=O)cc1 | 1% | u | -11% | -2% | -26% | -4% | u
Cc1ccc(S(=O)(=O)N[C@H](C(=O)N2CCC(C(=O)N[C@@H](CCC(N)=O)C(=O)O)CC2)C(C)C)cc1 | 0% | 18% | -7% | 3% | -12% | -10% | 22
Cc1cc(N/C=C/C(=O)c2cccc3ccccc23)no1 | -8% | 3% | 3% | 1% | -14% | u | -26
COc1cccc(Cc2nc3ccccc3nc2SCC(=O)Nc2ccccc2F)c1 | x | x | x | -6% | x | -3% | -38
CCc1ccc(N/C(N)=N/c2nc(CSc3ccccn3)cc(=O)[nH]2)cc1 | 9% | u | 9% | 0% | -18% | -3% | -85*
CCc1nc2ccccc2c(C(=O)OCC(=O)Nc2cccc(S(=O)(=O)NC3=NCCCCC3)c2)c1C | 16% | 8.9µM* | 0% | 1% | 48% | 0% | u
Cc1ccc(NC2=C(CC(=O)O)C(c3ccc(F)cc3)N(c3ccc(C)cc3)C2=O)cc1 (stereo not drawn) | x | x | x | 3% | x | 8% | 12
COc1ccc(C2C(=O)N(C3CCC(C)CC3)CC(=O)N2C2CCCC2)cc1OC (stereo not drawn) | x | x | x | 5% | x | 7% | u
CCc1ccc(C(=O)c2cn(CC(=O)Nc3ccc(C)c(C)c3)c3ccccc3c2=O)cc1 | x | x | x | 3% | x | u | -4
CN(CC(=O)NCc1ccc(F)cc1)Cc1cccc(Cl)c1 | 2% | -19% | -1% | 3% | 39%[activator] | -9% | 16
COCC(=O)Nc1cc([N+](=O)[O-])ccc1C | 0% | 4% | -5% | -18% | -9% | 3% | -20
COc1ccc(S(=O)(=O)N2CCN(C(=O)NCc3ccccc3)CC2)cc1 | 10% | 5% | -1% | 0% | -18% | -5% | 49
CCOCCc1nnc(NC(=O)C(=O)c2cc(C)n(-c3ccc(Cl)cc3)c2C)s1 | x | x | x | 2% | x | 11% | 2
CCN(CCCNc1cc2c(c(N)c1S(=O)(=O)O)C(=O)c1ccccc1C2=O)c1ccccc1 | 14µM* | x | x | -30% | x | x | -40
COc1ccc(NC(=O)COC(=O)CCOc2ccccc2C)cc1Cl | -18% | 7% | x | 1% | -11% | -7% | 1
COc1c(N2CCN[C@H](C)C2)c(F)cc2c(=O)c(C(=O)O)cn(C3CC3)c12 | -1% | 14% | -7% | -2% | -1% | u | x
O=c1c2c(O)cc(O)cc2oc2c(O)ccc(O[C@H]3O[C@@H](CO)[C@H](O)[C@@H](O)[C@@H]3O)c12 | -24% | 3% | x | 5% | -15% | x | -8
COc1cc(/C=C/C(=O)NNc2c(F)c(F)cc(F)c2F)ccc1OC(F)F | 2% | u | 3% | -3% | -39% | -8% | x
O=C(COC(=O)c1ccccc1SCC(=O)N1CCCC1)Nc1ccccc1OC(F)F | 11% | u | x | 1% | -8% | -11% | -22
Cc1cccc(C(=O)n2nc(-c3cccnc3)nc2NCc2ccc(F)cc2)c1 | x | x | x | 0% | x | 3% | 5
Cc1ccccc1Cn1c(COc2ccc(Cl)cc2)nc2ccccc21 | x | x | x | -3% | x | 6% | -12
CCCCn1c(N)c(N(CCC(C)C)C(=O)c2cc(S(=O)(=O)N3CCOCC3)ccc2F)c(=O)[nH]c1=O | 12% | -3% | x | -10% | -12% | -6% | 2
Cc1c(C(=O)N2CCCCC2)sc(NC(=O)c2ccco2)c1C#N | 18% | 4% | 0% | 24% | -33% | -5% | u
CC(=O)O[C@H]1C(=O)[C@@]2(C)C([C@H](OC(=O)c3ccccc3)[C@]3(O)C[C@H](OC(=O)[C@H](O)[C@@H](NC(=O)Cc4ccccc4)c4ccccc4)C(C)=C1C3(C)C)[C@]1(OC(C)=O)CO[C@@H]1C[C@@H]2O (stereo partly drawn) | -4% | u | -16% | -6% | 309%[activator] | u | -32
COc1ccccc1CNC(=O)N1CCN(S(=O)(=O)c2ccc(C)cc2)CC1 | -10% | 8% | 1% | -5% | -6% | -10% | -5
COc1ccc([C@H]2CC(=O)C=C(c3cccc4c3Oc3ccccc3S4)C2)cc1OC | -21% | 13µM* | x | 1% | 64%[activator] | 4% | 56
CCOC(=O)c1cc(C)sc1NC(=O)CSc1nccn1C | -2% | 13µM* | 1% | -10% | 4% | 7% | u
CCOCCCNC(=O)C(c1ccc(Cl)cc1)N(Cc1ccc2c(c1)OCO2)C(=O)CNC(C)=O (stereo not drawn) | 11% | 19% | 7% | 4% | 181%[activator] | 5% | -15
CCN(CC)C(=O)c1sc2c(c1C)c(=O)n(-c1ccccc1)c(=O)n2Cc1cc(=O)n2ccccc2n1 | x | x | x | 0% | x | 5% | 11
CCC(=O)N1CCc2cc(S(=O)(=O)N3CCc4ccccc43)ccc21 | 0% | -8% | 0% | 0% | -2% | -7% | -7
O=C(Nc1cccnc1Cl)c1ccc(Cl)cc1 | 3% | 12% | -1% | 1% | -6% | 0% | 26
CCOc1ccc(NC(=O)Cn2c(=O)c(CNc3ccc(CC)cc3)cc3cc4c(cc32)OCO4)cc1 | x | x | x | 0% | x | 18% | 9
COc1cc2c(cc1OC)C(c1ccccc1C)CC(=O)N2 (stereo not drawn) | 0% | 7% | -8% | 0% | -10% | u | -4
Cc1ccc(NC(=O)CSc2ncccn2)cc1S(=O)(=O)N1CCCCC1 | -2% | u | x | -2% | -19% | -19% | -23
Cc1ccc(C)c(S(=O)(=O)Nc2ccc(C(=O)N3CCC3)cc2)c1 | -11% | 18% | x | -6% | -13% | -10% | -18
Cc1nn(C)c(C)c1NC(=O)CSc1nc(-c2ccccc2Cl)nc2c1cnn2-c1ccccc1 | 5% | 11% | 2% | -3% | 12% | 0% | 18
C[C@H]1CN([C@@H](C)CO)C(=O)CCCn2nncc2CO[C@H]1CN(C)C(=O)Nc1ccc2c(c1)OCO2 | 15% | x | x | 3% | x | x | -2
Cc1ccc(COC(=O)c2[nH]c3c(c2C)C(=O)CC(c2ccc(Cl)cc2)C3)cc1 (stereo not drawn) | x | x | x | 4% | x | 8% | -8
O=C1[C@@H]2Cc3c([nH]c4ccccc34)CN2C(=O)CN1CCCCCO | 11% | -5% | -1% | -6% | 10% | 4% | 147
CCC(=NCc1ccco1)c1c(O)n(-c2ccc(Cl)cc2)c(=O)[nH]c1=O | -2% | 25% | 11% | -1% | -26% | 4% | 68
CCOC(=O)C1=C(CS(=O)(=O)c2ccc(C(C)(C)C)cc2)NC(=O)NC1c1cccc(OC)c1 (stereo not drawn) | x | x | x | 1% | x | 18% | -5
CN1CCN(C2CN(Cc3cn(Cc4ccccc4C(F)(F)F)nn3)S(=O)(=O)C2)CC1 (stereo not drawn) | 10% | x | x | -3% | x | x | -22
O=C(NNS(=O)(=O)c1ccc(C(F)(F)F)cc1)c1cnn(-c2ccccc2)c1C(F)(F)F | 16% | 7% | 2% | 7% | -9% | 2% | -2
CC(=O)N1CCN(c2ccc(S(=O)(=O)N3CCCCC3)cn2)CC1 | 0% | 8% | -7% | -5% | 2% | u | -25

Next entries follow:
canonical_smiles | AMA1-RON2 inh | HCV inhibitor | LmPK inhibitor | Tb PYK inh | AmpC inh no detg | AmpC inh detg | HCMV antiviral
CCN(CC)CCCOC(=O)C(OC)(c1ccccc1)c1ccccc1 | -5% | 8% | -1% | -8% | 20% | -5% | -24
CCOC(=O)/C(=C\c1ccccc1)NC(=O)c1ccccc1 | 5% | 7% | 0% | -1% | 3% | 1% | -11
CCOCCCn1c(=N)c(C(=O)NC2CCCC2)cc2c(=O)n3cc(C)ccc3nc21 | x | x | x | -4% | x | 12% | 9
COc1ccc(OC)c(NC(=O)CSc2nnc(CCCO)n2-c2ccccc2)c1 | 5% | u | -5% | -6% | 34% | -6% | 3

2 compounds from above, showing only Tb PYK inh, HCMV antiviral and LmPK inhibitor.
Structure | Tb PYK inh | HCMV antiviral | LmPK inhibitor
CCOC(=O)/C(=C\c1ccccc1)NC(=O)c1ccccc1 | -1% | -11 | 0%
COc1ccc(OC)c(NC(=O)CSc2nnc(CCCO)n2-c2ccccc2)c1 | -6% | 3 | -5%

Rows were taken by chance; 7.5% or so of the library scored in one or more.
